# CHT inh: inhibits the human high affinity choline transporter. Q9GZV3. CHT-expressing cells, membrane potential dye, choline response; active compounds read low. B-score at 10 µM. 310,000 tested, 0.86% active. AID 488975;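 active means B-score over 3 SD under the library average, and starting fluorescence ratio not unusually high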;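 further: choline stimulus applied at its EC90 after an EC20 pre-addition; B-score computed on integrated fluorescence ratio after choline addition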
# Target sequence (Q9GZV3 whole entry, looked up): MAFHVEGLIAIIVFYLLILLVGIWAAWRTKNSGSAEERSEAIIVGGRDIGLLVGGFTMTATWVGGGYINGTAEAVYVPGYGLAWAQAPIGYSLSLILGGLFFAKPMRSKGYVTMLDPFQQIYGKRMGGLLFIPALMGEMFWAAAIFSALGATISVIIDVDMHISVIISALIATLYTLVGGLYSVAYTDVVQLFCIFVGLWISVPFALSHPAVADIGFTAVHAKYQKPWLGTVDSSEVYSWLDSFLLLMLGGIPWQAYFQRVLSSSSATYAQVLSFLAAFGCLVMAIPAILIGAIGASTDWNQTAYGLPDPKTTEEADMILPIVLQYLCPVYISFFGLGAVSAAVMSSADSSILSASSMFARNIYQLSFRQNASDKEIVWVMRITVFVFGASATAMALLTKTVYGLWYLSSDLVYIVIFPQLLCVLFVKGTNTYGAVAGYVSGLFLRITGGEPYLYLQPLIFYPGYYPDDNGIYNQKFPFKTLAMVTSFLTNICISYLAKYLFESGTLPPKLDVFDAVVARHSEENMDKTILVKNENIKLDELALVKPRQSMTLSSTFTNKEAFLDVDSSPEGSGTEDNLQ
# CHT allo act: allosteric activators of human choline transporter CHT; CHT-expressing cells, membrane potential dye, choline EC20; active compounds read high; LV-AA mutant CHT in HEK293 cells; Q9GZV3; B-score at 10 µM; 310,000 tested, 0.49% active;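 active means initial fluorescence not abnormally high and integrated response B-score, plate-corrected, over 3 SD above library mean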
# Numbers without * were called inactive; i = inactive. Not a hit list. Share with any hit: about 1.4%.
SMILES,CHT inh,CHT allo act
COc1ccc(CNC(=O)C(c2ccco2)N(C(=O)c2ccccn2)c2ccccc2)cc1 (configuration not stated),i,i
CCC(C)C(NC(=O)C1CCC(C)CC1)C(=O)Nc1ccc(OC)cc1OC (configuration not stated),i,i
Cc1ccc(S(=O)(=O)N2CCCN(S(=O)(=O)C3CCS(=O)(=O)C3)CC2)cc1 (configuration not stated),i,i
Cc1ccc(S(=O)(=O)NC(=O)CSc2nc3ccccc3s2)cc1,i,i
CC(=O)N1[C@H](C)C=C[C@]1(Cc1ccccc1)C(=O)NCCc1c[nH]c2ccccc12,i,i
Cn1c(=O)c(C(=O)CN2CCN(Cc3ccc4c(c3)OCO4)CC2)c(N)n(Cc2ccccc2)c1=O,i,i
COCCNC(=O)CCC1CCN(Cc2ccc(-c3ccccc3)cc2)CC1,i,i
COc1ccc(OC)c(CNC(=O)CCCc2cn(C)c3ccccc23)c1,i,i
CN(C)c1ccc(N2C(=NC(=O)CCc3ccccc3)SC3CS(=O)(=O)CC32)cc1 (configuration not stated),i,i
CCOC(=O)N1CCN(C(=O)CS(=O)(=O)c2cn(Cc3ccccc3Cl)c3ccccc23)CC1,i,i
COc1ccccc1/C=C(\C#N)C(=O)c1cccn1C,i,i
Cc1c(Cl)cccc1NC(=S)NNS(=O)(=O)c1ccc([N+](=O)[O-])cc1,i,i
O=C(O)c1cccc(-c2ccc(/C=N/n3cnnc3)o2)c1,i,i
Cc1nc(S(=O)(=O)c2cccc(Cl)c2)nc2c1CCC2,i,i
O=S(=O)(Nc1ccc(-c2nc3cccnc3s2)cc1)c1ccccc1F,i,i
CCn1c2ccc(/C(C)=N\O)cc2c2cc(/C(C)=N\O)ccc21,i,i
CCOC(=O)c1nnc(-c2ccc(C)cc2)nc1Sc1ccc(Cl)cc1,i,i
O=C(CCOc1ccccc1)Nc1ccnn1C1CCN(Cc2ccc(O)cc2)CC1,i,i
O=C(CN(Cc1ccc(Br)cc1)S(=O)(=O)c1ccccc1)NCc1cccnc1,i,i
CCn1c(SCC(=O)Nc2cc(C)on2)nnc1-c1ccc(OC)cc1,i,i
CCOc1ccc2c(c1)C(NC(C)=O)C(=O)N2CCN1CCOCC1 (configuration not stated),i,i
COc1ccc(/C=C/C(=O)OCC(=O)Nc2ccc(OC)c(S(=O)(=O)N3CCCCC3)c2)cc1,i,i
Cc1noc(C)c1COc1ccc(C(=O)OC(C)C(=O)Nc2ccc(S(=O)(=O)N3CCOCC3)cc2)cc1 (configuration not stated),i,i
CCN(CC)c1ccc(NC(=O)COc2ccc(C)cc2)cc1,i,i
Cc1ccc2cc(C=O)c(N3CCOCC3)nc2c1C,i,i
Cc1ccc(S(=O)(=O)C(C#N)c2nc3ccccc3nc2N2CCN(C)CC2)cc1 (configuration not stated),i,i
Cc1onc(-c2c(F)cccc2Cl)c1C(=O)N1CCN(c2ncc(Br)cn2)CC1,i,i
CCOC(=O)Cn1cnc2c(cnn2-c2ccccc2)c1=O,i,i
Cc1cc(C)c(NC(=S)NCC2CCN(C(C)c3ccccc3)C2)c(C)c1 (configuration not stated),i,i
CC(NS(=O)(=O)c1ccc([N+](=O)[O-])cc1)C(=O)NN (configuration not stated),i,i
Cc1ccc2nc(SCc3ccc([N+](=O)[O-])cc3)[nH]c2c1,i,i
CCN1CCN(C(=O)c2cc3nc(-c4ccccc4)cc(C(F)(F)F)n3n2)CC1,i,i
Cc1cccc(Cn2cnc3c(sc4nc(C)cc(C)c43)c2=O)c1,i,i
COc1ccc(NC(=O)CNC(=O)c2cccs2)cc1Cl,i,i
FC(F)(F)c1cc(-c2cccs2)nc2nc(N3CCOCC3)sc12,i,i
CCN(CC)c1nc(C(N)=O)cc(-c2ccccc2)n1,i,i

# A draw from above in order of SMILES length, lowest first:
SMILES,CHT inh,CHT allo act
COc1ccc(NC(=O)CNC(=O)c2cccs2)cc1Cl,i,i
Cc1cccc(Cn2cnc3c(sc4nc(C)cc(C)c43)c2=O)c1,i,i
Cc1ccc2nc(SCc3ccc([N+](=O)[O-])cc3)[nH]c2c1,i,i

# Complete entries from above. Order of screens: CHT inh, CHT allo act
# CCN1CCN(C(=O)c2cc3nc(-c4ccccc4)cc(C(F)(F)F)n3n2)CC1 across the screens: i, i
# Cc1ccc(S(=O)(=O)C(C#N)c2nc3ccccc3nc2N2CCN(C)CC2)cc1 (configuration not stated) across the screens: i, i
# Cc1ccc2cc(C=O)c(N3CCOCC3)nc2c1C across the screens: i, i

# (next part)
SMILES,CHT inh,CHT allo act
COc1cc(OC)cc(-c2nnc(Nc3nc4c(F)cccc4s3)o2)c1,i,i
CN(C)c1ccc(C(=O)/C=C/c2ccco2)cc1,i,i
Cc1nn(-c2ccccc2)c2sc(C(=O)O)cc12,i,i
Cc1cc(-c2nc3cccnc3s2)ccc1NS(=O)(=O)c1ccc2c(c1)OCCO2,-7.3*,i
Cc1c(Cl)c([N+](=O)[O-])nn1CCCC(=O)NC(C)c1ccccc1 (configuration not stated),i,i
Oc1cccc(-c2nc3ccccc3s2)c1,i,i
CC(C)[C@H](NC(=O)c1ccccc1F)C(=O)NCCc1ccccc1,i,i
CCOC(=O)Cc1csc(NC(=O)COc2ccccc2)n1,i,i
O=C(Cc1ccc(Cl)cc1)NCC(=O)N1CCCCC1,i,i
O=C1c2ccccc2NC(c2ccccc2Br)N1CCCN1CCOCC1 (configuration not stated),i,i
Cc1ccc(O)c(-c2cc(-c3cccc(F)c3)n[nH]2)c1,i,i
O=C(Cc1c(F)cccc1Cl)NCCCn1ccnc1,i,i
O=C1c2ccccc2S(=O)(=O)N1CCOc1ccccc1,i,i
NNC(=O)c1ccc(COc2cccc3ccccc23)o1,i,i
COc1cc(CC2COC(c3ccc(O)c(OC)c3)C2COC(C)=O)ccc1O (configuration not stated),i,i
CCOc1ncccc1C(=O)NCc1ccc(C)cc1,i,i
CCOCCOC(=O)Cn1cnc2scc(-c3ccc(C)cc3)c2c1=O,i,i
O=C(CSc1ccc(Cl)cc1)N1CCN(c2ncc(C(F)(F)F)cc2Cl)CC1,i,i
CCCCN1C(=O)C(NC(C)=O)c2cc(Br)ccc21 (configuration not stated),i,i
CSCCC(C(=O)Nc1ccc2c(c1)OCO2)N1C(=O)c2ccccc2C1=O (configuration not stated),i,i
CCc1nnc(NC(=O)c2nc(S(=O)(=O)Cc3ccc(C)cc3)ncc2Cl)s1,-8.3*,i
C/C(=N\OC(=O)Nc1ccccc1)c1ccc(C)cc1,i,i
CCc1ccc(NC(=O)CCNS(=O)(=O)c2cccc3nonc23)cc1,i,i
Cc1ccc(/C=N/NC(=O)c2cc(-c3ccccc3)nc3ccccc23)o1,i,i
CC(C)(C)C(=O)N1CCN(CCN2C(=O)c3cccc4cccc(c34)C2=O)CC1,i,i
O=Cc1ccc2noc(-c3ccc(Cl)cc3)c2c1,i,i
CC(C)NC(=O)NC(=O)COC(=O)c1ccccc1Oc1ccccc1,i,i
CCC(=O)Nc1ccc(NC(=O)c2cccc3c(Br)cccc23)cc1,i,i
CCCCOn1c(C)c(C(C)=O)c2c3no[n+]([O-])c3ccc21,i,i
Cc1cccc(N/C(N)=N/c2nc3c(c(=O)[nH]2)CCCC3)c1,i,i
Cc1cccnc1NC(=O)c1ccccc1-c1ccccc1C(=O)Nc1ncccc1C,i,i
Cc1oc2c(c1C(=O)NCc1ccccc1)CCCC2,i,i
Cc1cccc(OCCCC(=O)Nc2nc3ccccc3[nH]2)c1,i,i
Cc1cccnc1NC(=O)c1ccc(C(=O)c2ccccc2)cc1,i,i
CCOc1cc(/C=C2/N=C(c3ccc(C(C)(C)C)cc3)OC2=O)cc(Cl)c1OS(C)(=O)=O,i,i
Cc1ccccc1N1CC(C(=O)Nc2ccncc2)CC1=O (configuration not stated),i,i

# The final two records of the part above are carried over, then new ones follow:
SMILES,CHT inh,CHT allo act
CCOc1cc(/C=C2/N=C(c3ccc(C(C)(C)C)cc3)OC2=O)cc(Cl)c1OS(C)(=O)=O,i,i
Cc1ccccc1N1CC(C(=O)Nc2ccncc2)CC1=O (configuration not stated),i,i
CC/C(=N\NC(=O)c1nnn(-c2nonc2N)c1CN(C)c1ccccc1)c1ccccc1,i,i
CCCn1ncc(OC)c(Cl)c1=O,i,i
COc1ccccc1OCCn1c(C)c(C=O)c2ccccc21,i,i
Cc1nnc(C)n1/N=C/c1cccnc1,i,i
CCOC(=O)N1CCN(C(=O)c2ccc(N(C)S(C)(=O)=O)cc2)CC1,i,i
CC1CCCN(S(=O)(=O)c2cc3c4c(c2)CCN4C(=O)CC3)C1 (configuration not stated),i,i
COc1cc(Cl)c(S(=O)(=O)NCc2cccnc2)cc1Cl,i,i
CCOC(=O)[C@H]1[C@H]2COc3ccc(Br)cc3[C@@H]2N2C(=O)c3ccc(Cl)cc3NC(=O)[C@@]12C,i,i
CC(=O)c1ccc(NC(=O)N[C@@H](CC(C)C)C(=O)O)cc1,i,i
CCCCc1nnc(SC(C)C(=O)Nc2nccs2)n1C (configuration not stated),i,i
COc1cccc(CC2(CO)CCCN(C/C=C/c3ccccc3OC)C2)c1 (configuration not stated),i,i
COc1ccc(C(=O)Nc2nc3c(s2)CCCC3)cc1S(=O)(=O)N1CCCc2ccccc21,i,i

# CHT inh, what is marked active above
canonical_smiles	CHT inh
Cc1cc(-c2nc3cccnc3s2)ccc1NS(=O)(=O)c1ccc2c(c1)OCCO2	-7.3*
CCc1nnc(NC(=O)c2nc(S(=O)(=O)Cc3ccc(C)cc3)ncc2Cl)s1	-8.3*

# The results go on.
SMILES,CHT inh,CHT allo act
COc1ccc(NC(=S)N(Cc2cccnc2)Cc2ccco2)cc1,i,i
O=C1CC(/C=C/c2ccc([N+](=O)[O-])cc2)=Nc2ccccc2N1,i,i
O=C(CSc1nc(O)cc(=O)[nH]1)N1c2ccccc2Sc2ccccc21,i,i
COc1cc(C2CC(=O)C=C(O)C2)cc(OC)c1OC (configuration not stated),i,i
O=C(O)c1ccc(COCC(F)(F)F)cc1,i,i
CSc1nc(C)cc(Oc2ccccc2)n1,i,i
CCn1c(SCC(=O)N2CCN(c3ccc(F)cc3)CC2)nc2ccccc2c1=O,i,i
Cc1nc(CN(C)C(=O)CC2C(=O)NCCN2Cc2ccc(F)cc2)cs1 (configuration not stated),i,i
CSc1ccccc1C(=O)C1CCCN(Cc2cnn(-c3ccccc3)c2)C1 (configuration not stated),i,i
CC(OC(=O)CN1C(=O)c2ccccc2C1=O)C(=O)NC1CCCCC1C (configuration not stated),i,i
CCOC(=O)c1ccc2[nH]c3c(c2c1)CCCCC3=O,i,i
O=C(COC(=O)c1cccc(S(=O)(=O)N2CCc3ccccc32)c1)Nc1ncc(Cl)cc1Cl,i,i
COc1ccc(C2NN=C(c3c[nH]c4ccccc34)C2O)cc1 (configuration not stated),i,i
S=C1NC2=C(CCC/C2=C\c2ccc(Cl)cc2)C(c2ccc(Cl)cc2)N1 (configuration not stated),i,i
COc1cccc(Oc2cnc(N)nc2-c2ccc(OC)cc2O)c1,i,i
Nc1scc(-c2ccncc2)c1Cl,i,i
CC(=O)O[C@@H]1[C@H](OC(=O)CC(C)C)c2c(ccc3ccc(=O)oc23)OC1(C)C,i,i
O=C1CN(C(=O)CSc2nc(-c3ccccc3)cs2)c2ccccc2N1,i,i
N#CC1=C(N)N=C(SCc2cccc3ccccc23)C(C(N)=O)C12CCCCC2 (configuration not stated),i,i
C=CCc1cc(OC)ccc1OCCCCn1cncn1,i,i
CC(O)[C@H]1CNC(=O)C(=O)N1CC(C)(C)C (some centres not stated),i,i
CC1=C(c2ccccc2)CCC1=O,i,i
COc1ccccc1CNC(=O)Cn1cc(Br)ccc1=O,i,i
CCOc1nc2c(c(=O)n(C)c(=O)n2C)n1Cc1ccccc1Cl,i,i
CC(C)Cc1cc(C(=O)O)c2ccccc2n1,i,i
Cc1ccc(CNC(=O)C(NS(=O)(=O)c2cccc3nsnc23)C(C)C)cc1 (configuration not stated),i,i
COc1ccccc1N1CCN(CC(=O)Nc2nc(C)c(C(=O)N(C)C)s2)CC1,i,i
[O-]/[N+](=C/c1ccc(F)cc1)c1ccc(Cl)cc1,i,i
CCO[C@H]1OC(C(=O)NCc2ccccc2)=C[C@@H](C2CCCCC2)[C@@H]1CCCO,i,i
Cc1cccc(C(=O)NC2CCN(S(=O)(=O)c3ccc(F)cc3)CC2)c1,i,i
COc1ccc(N2CCN(C(=O)c3[nH]c4ccc(OC)cc4c3C)CC2)cc1,i,i
Cc1ccccc1NC(=O)c1cc(S(=O)(=O)N2CCOCC2)cs1,i,i
COc1cccc(-n2c([S-])c(C(=O)Nc3ccc(C(F)(F)F)cc3)[n+]3ccccc23)c1,i,i
COCCn1nnnc1C(C(C)C)N(Cc1cccnc1)Cc1cc2cc(OC)ccc2[nH]c1=O (configuration not stated),i,i
O=C1/C(=C/c2cccc([N+](=O)[O-])c2)CSc2ccc(Cl)cc21,i,i
COC(=O)c1ccc(NC(=O)CNS(=O)(=O)c2cccs2)cc1,i,i
COc1ccc(CSc2nnc(C)n2N)cc1Br,i,i
CCCCC1=CC2=C(c3ccco3)C(=O)C(C)(OC(=O)c3ccc(OC)cc3)C(=O)C2=CN1CCCN(CC)CC (configuration not stated),i,i
COc1ccccc1N(CC(=O)N/N=C/c1c(O)ccc2ccccc12)S(C)(=O)=O,i,i
Cn1c(NC(=O)c2cc(Br)ccc2Cl)cc(=O)n(C)c1=O,i,i
COc1ccc(C(=O)CN2CCN(c3cc(C)nc4ccccc34)CC2)cc1,i,8.5*
COc1ccc(-c2cn[nH]c2-c2ccc(OCc3ccccc3F)cc2O)cc1OC,i,i
Cc1ccc(S(=O)(=O)c2c(C)c(C)c(C)[nH]c2=O)cc1,i,i
CC(C(=O)c1c[nH]c(C(=O)N=CN(C)C)c1)c1ncc(C(F)(F)F)cc1Cl (configuration not stated),i,i
COc1cc(/C=N/NC(=O)Cc2ccccc2)ccc1Oc1ccc([N+](=O)[O-])cc1[N+](=O)[O-],i,i
O=C(O)CCCNC(=O)c1nn(Cc2ccccc2)c(=O)c2ccccc12,i,i
CCCCCOc1ccc(CSc2ncn[nH]2)cc1,i,i
CN(C)c1ccc(C(=O)N/N=C/c2ccccn2)cc1,i,i
